High-throughput results deposited in PubChem BioAssay by The Scripps Research Institute Molecular Screening Center.
S1P3 antagonist – antagonists of human S1P3 receptor. inhibition, % at 4.98 µM. Q99500. AID 485. 0.27% of 170,000 active. CHO S1P3 NFAT-BLA reporter, FRET fluorescence, antagonist mode;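 active means inhibition above the plate cutoff, the mean inhibition of test wells on that plate plus 3 SD, cut at about 28% in these data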;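 further: cells challenged with S1P at its EC80 of 0.8 µM; blue over green emission ratio from cleaved BLA substrate after 4 h stimulation; 0% = S1P-stimulated wells and 100% = unstimulated DMSO-only wells; some compounds past the cut are filed as inactive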
Target sequence (Q99500 whole entry, looked up): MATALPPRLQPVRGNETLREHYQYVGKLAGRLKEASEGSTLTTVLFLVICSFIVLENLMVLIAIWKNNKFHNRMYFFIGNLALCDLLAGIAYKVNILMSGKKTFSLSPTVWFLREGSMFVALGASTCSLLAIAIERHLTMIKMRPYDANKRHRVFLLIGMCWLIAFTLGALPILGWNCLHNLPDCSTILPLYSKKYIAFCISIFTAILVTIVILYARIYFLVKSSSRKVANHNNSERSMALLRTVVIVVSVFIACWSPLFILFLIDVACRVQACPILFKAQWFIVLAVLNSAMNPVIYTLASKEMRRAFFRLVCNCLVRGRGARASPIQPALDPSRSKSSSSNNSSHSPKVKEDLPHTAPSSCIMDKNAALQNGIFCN
Active calls of the source: *.

Compound	S1P3 antagonist
O=C(Nc1ccc(Cl)cc1Cl)c1csc(-c2cccnc2)n1	0.7
CSc1nn2c(C(F)(F)F)cc(C(F)(F)F)nc2c1C(=O)O	-10.3
CC1=CC(C)(C)N2C(=O)C3(NCCc4c3[nH]c3ccccc43)c3cc(C)cc1c32 (stereo unspecified)	15.5
O=C(CSc1ncnc2nc[nH]c12)c1ccc(Cl)cc1	25.1
N/C(=N\OC(=O)CCn1cccc(C(F)(F)F)c1=O)c1ccc(OC(F)(F)F)cc1	-9.2
Cc1cc(C(=O)N/N=C/c2c(C)nn(-c3ccccc3)c2C)n[nH]1	-10.1
N#Cc1c(-c2ccccc2)cc(-c2ccccc2)nc1SCC(=O)NCC(=O)O	-4.0
O=C(O)c1cccc(-c2ccc(/C=N/Nc3ccc([N+](=O)[O-])cc3)o2)c1	13.9
O=c1oc2ccccc2n1Cc1cccc(Cl)c1	9.4
NC(=O)COC(=O)c1cc([N+](=O)[O-])ccc1NCCO	-8.0
Cc1c(N2C(=O)/C(=C3\C(=O)N(CC(=O)O)c4ccccc43)SC2=S)c(=O)n(-c2ccccc2)n1C	-20.7
CNS(=O)(=O)c1cccc(C(=O)OCC(=O)c2c(N)n(C)c(=O)n(C)c2=O)c1	-19.9
Cn1c(C(=O)N2CCN(c3ccc(F)cc3)CC2)cc2c(=O)n(C)c3ccccc3c21	15.0
COC(=O)CSc1ncnc2c(C)csc12	-3.0
Cc1ccc(-c2ccc(/C=N/NC(N)=S)o2)cc1	-1.9
O=C(Nc1ccccc1)Nc1ccc(Oc2cccnc2)nc1	-5.5
CNNC(=S)Nc1cccc(C(F)(F)F)c1	-7.3
O=C1/C(=C/c2ccco2)SC(=S)N1CC1CCCO1 (stereo unspecified)	-2.6
CN(C)c1cc(-c2ccc(C#N)cc2)oc(=O)c1Cl	-5.7
COc1ccc(N(Cc2cc3ccccc3[nH]c2=O)S(=O)(=O)c2ccccc2)cc1	1.1
CCSc1nnc([C@@H](NC(=O)OC(C)(C)C)C(C)C)o1	6.0
COc1cc(/C=N/NC(=O)C(=O)/C=C2\NC(C)(C)Cc3ccccc32)ccc1O	-9.0
O=C(N=Nc1c(O)n(C2OC(=O)c3ccccc32)c2ccccc12)c1ccco1 (stereo unspecified)	11.1
Oc1cc2ccccc2nc1-c1ccccc1Cl	0.0
COc1ccc([N+](=O)[O-])cc1NC(=O)COC(=O)c1ccccc1O	-4.6
COc1ccc(-n2c(=S)[nH]c3sc(-c4ccccc4)cc3c2=O)c(OC)c1	-6.7
CC1=NNC(=O)C1CC(=O)N/N=C/c1ccc(C)o1 (stereo unspecified)	-13.5
Cn1c([N+](=O)[O-])cnc1N1CCN(c2nncs2)C1=O	-4.8
COc1cccc(C(=O)NNC2=C(C(=O)C(F)(F)F)CCC2)c1	-5.9
CC(=O)c1ccc(N/N=C2/CCCNC2=O)cc1	-7.1
COc1ccc(NS(=O)(=O)c2cccc(C(=O)N/N=C/c3cn(-c4ccccc4)nc3-c3ccccc3)c2)cc1	-19.4
O=C(Nc1ccccc1)Nc1ccccc1C(=O)NCC1CC1	-0.3
CNC(=O)COc1ccc(S(=O)(=O)Nc2ccc(C)cc2)cc1	-3.4
Cc1ccccc1/C=C/c1nc2ccccc2c(=O)[nH]1	6.1
CC1(C)CC(CCNC(=O)CCl)(c2ccccc2)CCO1 (stereo unspecified)	-1.0
O=C(/C=C/c1ccc2c(c1)OCCO2)c1ccccc1	2.2
O=C(Nc1nc(-c2ccccn2)cs1)c1ccc([N+](=O)[O-])o1	-13.1
Cc1ccc(S(=O)(=O)NC(=O)N2CCN(Cc3c(F)cccc3Cl)CC2)cc1	0.8
CC(C)Nc1nc2c(c(=O)n(C)c(=O)n2C)n1C	-11.4
Cc1cccc(OCC(=O)NCC(=O)N/N=C/c2cccnc2)c1	-4.5
O=C(O)Cc1sc(Nc2ccccc2)nc1-c1cccs1	-4.4
CNC(=O)c1cccc2cccc(Sc3ccccc3C(=O)O)c12	-7.2
CCC(=O)N1N=C(c2ccc(Cl)cc2)CC1c1ccco1 (stereo unspecified)	-17.9
CN1c2ccccc2C(=O)/C(=C\Nc2ccc(F)cc2F)S1(=O)=O	-14.5
Cc1cc(C(=O)NC2CCCCC2)on1	-13.0
CCCCCSc1nnc(N)s1	0.1
O=C1C(Cl)=C(NS(=O)(=O)c2ccc([N+](=O)[O-])cc2)C(=O)c2ccccc21	2.9
Cc1ncc([N+](=O)[O-])n1CCOC(=O)NC(Nc1ccc(F)cc1)C(Cl)(Cl)Cl (stereo unspecified)	18.1
Cc1ccc(S(=O)(=O)CCSc2ccc(C(F)(F)F)cn2)cc1	2.8
CCCc1c(C(=O)Nc2ccc(F)cc2C)cnn1-c1ccccc1	-7.2
CC1=CC2=NC(=O)CC(C)(C(=O)N(CC(=O)NC3CCCC3)c3ccccc3C)N2C=C1 (stereo unspecified)	4.0
COCCn1cnc2c(c1=O)c1nc3ccccc3nc1n2/N=C/c1ccco1	-3.8
Brc1cc(Cc2nnc(-c3ccccc3)o2)c(Br)s1	-7.6
O=C(O)CCCn1c(O)c(C=C2N=c3ccccc3=N2)sc1=S	-0.8
CCCCn1ccnc1C	0.3
Cn1c(=O)c2c(nc(SCC(=O)NC3CCCCC3)n2C)n(C)c1=O	-3.7

New compounds follow.
Compound	S1P3 antagonist
CSc1nnc(-c2ccc(Br)s2)n1C	-16.9
CCC(CC)c1ncc[nH]1	5.5
COc1nc(C)nc(C)c1Oc1ccc(Cl)cc1Cl	-15.0
CCN(C(=O)Cn1c(=O)oc2cc(S(=O)(=O)N3CCOCC3)ccc21)c1ccccc1	-3.2
CCCOc1ncnc2c1[nH]c1ccc(C)cc12	13.3
CCOC(=O)CNc1nc(Cl)nc(Nc2ccc(C)cc2)n1	11.7
Cc1ccc(-c2nc(-c3nccc4ccccc34)oc2-c2ccccc2)cc1	-19.2
CCOc1cc(/C=C(/NC(C)=O)C(=O)O)cc(Cl)c1OCc1ccc(Br)cc1	-0.9
Clc1ccc(C(c2ccccc2)N2CCN(c3ccccn3)CC2)cc1 (stereo unspecified)	11.2
Nc1nc(NCC2CCCO2)nc(Nc2cccc(F)c2)c1[N+](=O)[O-] (stereo unspecified)	-10.1
O=c1cc(CO)[nH]cc1OCc1ccccc1	-4.2
COc1ccc(C(=O)N2CCN(S(=O)(=O)c3ccc(C)cc3)CC2)cc1S(=O)(=O)N1CCOCC1	-2.1
COc1ccc(-c2ccc(/C=N/NC(=O)Cc3nnc(N)s3)o2)cc1Cl	-5.5
COc1ccc2nc(SCCC(=O)O)cc(C)c2c1	19.9
CCOC(=O)C1CCCN(C(=O)c2csc(-c3ccc4c(c3)CCO4)n2)C1 (stereo unspecified)	-9.1
COc1ccc(O)c(C(=O)c2cc(SCC(=O)O)c3nc4sc5c(c4c(=O)n3c2)CCCC5)c1	-2.4
O=C(CN1CCC(O)(c2cccc(F)c2)CC1)NCCc1c[nH]c2ccccc12	-13.9
O=C(/C=C/c1ccc(Cl)cc1)NC(=S)Nc1ccccc1C(=O)O	-0.2
COC(=O)c1ccc(NC(=O)[C@H](C)NC(N)=O)cc1	14.3
CC(=O)C1=C(C)OC2(O)c3ccccc3C(=O)C12O (stereo unspecified)	-12.5
CS(=O)(=O)N1CCN(c2ccc([N+](=O)[O-])cc2C(F)(F)F)CC1	2.0
Cc1cc(N2CCOCC2)n2ncc(-c3ccc(Cl)cc3)c2n1	-8.6
CCc1c(O)nc(SCC(=O)Nc2nc3ccccc3s2)n(C2CCCCC2)c1=O	1.9
Cc1ccc(-c2ccc(C(=O)O)o2)cc1Cl	-17.6

The closing 3 entries of the part before come first, to join the parts:
Compound	S1P3 antagonist
Cc1cc(N2CCOCC2)n2ncc(-c3ccc(Cl)cc3)c2n1	-8.6
CCc1c(O)nc(SCC(=O)Nc2nc3ccccc3s2)n(C2CCCCC2)c1=O	1.9
Cc1ccc(-c2ccc(C(=O)O)o2)cc1Cl	-17.6
CSc1ccc(N=Nc2c(C)[nH]n(C)c2=O)cc1	-0.9
COc1cc(C=O)ccc1Oc1nnnn1-c1ccccc1	-5.7
O=c1c(C(c2ccc(F)cc2)c2c(O)nc3n(c2=O)CCCS3)c(O)nc2n1CCCS2	-8.1
O=C(Nc1cc(=O)[nH]c2nc(-c3ccccc3)nn12)c1ccccc1Cl	-3.2
Cc1nn(C)c(Sc2ccccn2)c1[N+](=O)[O-]	2.2
O=C(CC1NCCNC1=O)NC1Cc2ccccc2C1 (stereo unspecified)	-6.4
O=C(CSc1nc2ccccc2s1)NC1CCCC1	11.9
COc1ccc(-c2c(C(F)(F)F)nn(C)c2NC(=O)CSCC(=O)O)cc1	2.2
CCCOc1ccc2nc(C)c(CCC)c(SC(=N)N)c2c1	-11.2
CC(C)Cc1cc(C(=O)Nc2cccc(O)c2)no1	2.3
COc1ccc(NC(=O)Oc2cc(C)ccc2C(C)C)cc1	0.8
Cc1nn2c(N3CCCC3)c3c(nc2c1-c1ccccc1)CCC3	-10.4
COC(=O)CNC(=O)C(Cc1c[nH]c2ccccc12)NC(=O)Oc1ccccc1 (stereo unspecified)	-1.7
O=C1NC(=O)/C(=C/c2ccc(N3CCOCC3)o2)N1	-10.3
Clc1cc(Cl)cc(Nc2ncnc(-n3cccc3)n2)c1	9.7
Nc1cc(=O)[nH]c(SCC(=O)Nc2cccc([N+](=O)[O-])c2)n1	-5.8
Cc1cc(C)cc(N2C(=O)CC(Cn3nc(C)cc3C)C2=O)c1 (stereo unspecified)	-5.7
COc1ccc(/C=N/NC(=O)c2cccnc2)cc1COc1ccc(NC(C)=O)cc1	-1.2
CC(=O)NS(=O)(=O)c1ccc(NC(=O)c2oc3c(Cl)cccc3c2C)cc1	0.8
S=c1[nH]c2ccccc2n2cccc12	4.0
CSCC(=O)Nc1ccc(F)c(Cl)c1	-10.3
CS(=O)(=O)Nc1nc2ccccc2[nH]1	9.8
COc1ccc(CNc2ccc([N+](=O)[O-])cc2C)cc1	-7.0
COC(=O)c1sccc1NC(=S)Nc1ccc(C)cc1	0.8
CNC(=S)N(CCc1ccc(OC)c(OC)c1)C1CC(=O)N(c2ccccc2)C1=O (stereo unspecified)	-8.2
CC(=O)c1c(C)[nH]c(C(=O)OCC(=O)Nc2ccc(Cl)c(S(=O)(=O)N(C)C)c2)c1C	-17.9
CC1CC(NC(=O)c2cnc3n(c2=O)CCS3)CC(C)(C)C1 (stereo unspecified)	9.1
Cn1cccc1/C=N/NC(=O)C(O)c1ccccc1 (stereo unspecified)	-17.5
N#C/C(=C/c1cccc([N+](=O)[O-])c1)C(=O)Nc1ccccc1O	-5.2
CCc1ccc[n+](-c2[nH]c(=O)sc2/C=N/N=C(\[O-])CCn2c3ccccc3c3ccccc32)c1	-0.5
Cc1ccc([N+](=O)[O-])cc1NC(=O)Nc1cccc(F)c1	7.0
O=C1CCCC(O)=C1N=Nc1c(Cl)cc(C(F)(F)F)cc1Cl	6.7
CCOC(=O)c1nc(C)nc(Sc2n[nH]c(-c3cc(C(F)(F)F)cc(C(F)(F)F)c3)n2)c1C	5.8
CC(C)(C)S(=O)(=O)c1cnc(-c2ccccn2)nc1N	-12.0
CC(C)(C)Nc1nc2ccc([N+](=O)[O-])cc2o1	12.3
C=CCn1cc(C(=O)NCCCOC)c(=O)c2cc(S(=O)(=O)N3CCC(C)CC3)ccc21	9.2
Cc1ccsc1/C=N/NC(=O)C1CC(=O)N(c2ccc(F)cc2)C1 (stereo unspecified)	0.5
O=C(C1CCCCC1)N1CCC(c2nc3c(nnn3Cc3ccccc3Cl)c(=O)[nH]2)CC1	-2.2
O=S(=O)(O)c1nc2ccccc2n1Cc1cccc2ccccc12	-9.7
Cc1ccc(C)c(C(=O)CCC(=O)O)c1	14.4
CC(C)(C)NC(=O)NCc1cccnc1	-1.3
O=C(NN=C1CCCC1)c1[nH]c2ccc(Br)cc2c1-c1ccccc1	-1.3
Cc1ccc(-c2cc(C(F)(F)F)n3nc(C(=O)Nc4ccon4)cc3n2)cc1C	-23.5
CC(C(=O)N(C)Cc1ccccc1)N1CCN(C/C=C/c2ccccc2)CC1 (stereo unspecified)	-12.9
COCc1cc(=O)[nH]c(/N=C(\N)Nc2c(F)cccc2F)n1	4.4
CCn1c(NC(=O)C(C)C)c(-c2cccs2)c(=O)c2ccccc21	-17.6
Cc1nc([N+](=O)[O-])cn1CC(O)c1ccccc1 (stereo unspecified)	1.3
CCc1ccc(N2Cc3ccccc3C2)cc1	-1.8
Cc1sc2ncn(CC(=O)Nc3cccc(S(N)(=O)=O)c3)c(=O)c2c1-c1ccccc1	2.2
CC(C)(C)C(=O)OCc1nc(-c2ccc(C(F)(F)F)cc2)cs1	8.4
COC(=O)c1ccc(Oc2nc(NC(C)C)nc(NC(C)C)n2)cc1	-2.1
O=C(COc1cccc2cccnc12)N/N=C/c1cccn1-c1ccc(F)cc1	0.9
CN(C)/C=C1\C(=O)N(c2ccc(F)cc2F)C(c2cccnc2)S1(=O)=O (stereo unspecified)	-4.0
CCC(=O)O/N=C(\N)c1ccc(Oc2cc(C)c(Cl)c(C)c2)c([N+](=O)[O-])c1	5.3
N=c1ccn(Cc2cccc(F)c2)cc1	-10.1
O=C(O)C1CCC(=O)N(C2CCCCC2)C1c1ccccc1Cl (stereo unspecified)	-12.2
C=CCNC(=S)NCCO	-2.4
Cc1nn(CC(=O)NCc2ccco2)c(C)c1[N+](=O)[O-]	-11.6
COc1ccc(-n2c(=S)[nH]c3[nH]ncc3c2=O)cc1	-12.3

This is a subset (hit frequency here may not be typical).
